Imprint erasure: qHTS Assay for Compounds that Induce Erasure of Genomic Imprints; mouse ES Peg3-LacZ reporter, beta-gal luminescence, 40 h; 0.02% of 110,000 active; Potency, µM (doses to about 60.7 µM), without a hit: at the highest dose activity change, positive = activation, hits mostly activators; active means well fitted activation curve with a large enough effect;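 further: 0% = negative control wells on the plate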
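Imprint erasure is scored as LacZ activity from the silenced maternal Peg3 allele in feeder-free female ES cells cultured 40 h with LIF. Luminescence is normalized to in-plate negative controls and fitted to the Hill equation.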
* = called active by the depositor; [ ] = another dose, or the depositor's remark. Potency means the concentration at half of the fitted maximal effect. This is a subset; the hit share may differ from the screen's.

1. C=C1c2cccc(C(F)(F)F)c2O[C@H](C(=O)OCC)[C@@H]1CCCCCC
- Imprint erasure: -11%
2. C=CCN1CCc2c(cc(O)c(O)c2Cl)C(c2ccccc2)C1 (configuration not stated)
- Imprint erasure: -15%
3. CC(=O)c1ccc(-c2ccc(-c3cc(=O)oc4c(C(C)C)ccc(C)c34)cc2)cc1
- Imprint erasure: -18%
4. Cc1ccc(-c2cc(=O)c3ccc(Cl)cc3[nH]2)cc1
- Imprint erasure: 15%[97.3 µM]
5. Cc1ccc(-c2cccc([C@H]3[C@@H]4C=CC[C@@H](C)[C@@H]4C(=O)N3Cc3ccccc3)c2)cc1
- Imprint erasure: -16%
6. Cc1ccc(C(C)C)c2c1C(c1ccc3c(c1)OCO3)CC(=O)O2 (configuration not stated)
- Imprint erasure: -4%
7. C=C(C)[C@H]1CC=C(CO)CC1
- Imprint erasure: 1%
8. Oc1ccc(C2CNCc3sccc32)cc1O (configuration not stated)
- Imprint erasure: -16%
9. CCN(CC)CCSC(=O)C(c1ccccc1)c1ccccc1
- Imprint erasure: -18%
10. C[C@H]1CC2[C@@H]3CCC4=CC(=O)C=C[C@]4(C)[C@@]3(Cl)[C@@H](O)C[C@]2(C)[C@@]1(O)C(=O)CO (some centres not stated)
- Imprint erasure: -9%

Entries above that contain sulfur, in the order listed:
8. Oc1ccc(C2CNCc3sccc32)cc1O (configuration not stated)
- Imprint erasure: -16%
9. CCN(CC)CCSC(=O)C(c1ccccc1)c1ccccc1
- Imprint erasure: -18%

In the list so far, 3 have a Cl atom:
2. C=CCN1CCc2c(cc(O)c(O)c2Cl)C(c2ccccc2)C1 (configuration not stated)
- Imprint erasure: -15%
4. Cc1ccc(-c2cc(=O)c3ccc(Cl)cc3[nH]2)cc1
- Imprint erasure: 15%[97.3 µM]
10. C[C@H]1CC2[C@@H]3CCC4=CC(=O)C=C[C@]4(C)[C@@]3(Cl)[C@@H](O)C[C@]2(C)[C@@]1(O)C(=O)CO (some centres not stated)
- Imprint erasure: -9%

Further structures:
11. O=C(O)c1ccc(-c2ccccc2C(F)(F)F)s1
- Imprint erasure: -15%[97.3 µM]
12. O=C(O)[C@@H]1[C@@H](C(=O)O)[C@@]23CCCC2=C2CC[C@@]3(C(=O)O)[C@@]3(C(=O)O)C[C@@]213
- Imprint erasure: -8%[10.9 µM]
13. CN(Cc1ccccc1)C(=O)[C@H](Cc1ccc2ccccc2c1)NC(=O)[C@@H]1CCCN1C(=O)Nc1ccccc1[N+](=O)[O-]
- Imprint erasure: 0%
14. CCOC(=O)/C=C1\CC(C(=O)OCC)Oc2c(OC)cccc21 (configuration not stated)
- Imprint erasure: -7%
15. COc1ccccc1[C@@H]1C(c2ccc(F)cc2)=NN(c2ccccc2)[C@H]1C(=O)N1CCOC1=O
- Imprint erasure: -2%
16. COc1ccc(C2/C=C\CN(S(=O)(=O)c3ccc(C)cc3)CC(=O)N2Cc2cccc(F)c2)cc1 (configuration not stated)
- Imprint erasure: -14%
17. COc1ccccc1C1CC(=O)Oc2cc3c(cc21)OCO3 (configuration not stated)
- Imprint erasure: 3%
18. O=C(O)[C@H]1NCCC[C@H]1C(=O)O
- Imprint erasure: 4%
19. Nc1c(N=Nc2ccc(-c3ccc(N=Nc4cc(S(=O)(=O)O)c5ccccc5c4N)cc3)cc2)cc(S(=O)(=O)O)c2ccccc12
- Imprint erasure: -11%
20. Nc1ncnc2c1ncn2[C@@H]1O[C@H](C(=O)NC2CC2)[C@H](O)[C@H]1O
- Imprint erasure: -5%
21. CC(=O)OC1CC2CCC1(C)C2(C)C (configuration not stated)
- Imprint erasure: -6%
22. COC(=O)[C@H]1[C@H]2CC3c4[nH]c5ccccc5c4CCN3C[C@@H]2CC[C@@H]1O (some centres not stated)
- Imprint erasure: -6%

Structures listed so far containing a thiophene ring, fused or not, in the order listed:
8. Oc1ccc(C2CNCc3sccc32)cc1O (configuration not stated)
- Imprint erasure: -16%
11. O=C(O)c1ccc(-c2ccccc2C(F)(F)F)s1
- Imprint erasure: -15%[97.3 µM]

High-throughput results from PubChem.
